# MITF primary – inhibitors of human MITF. AID 1259374. 650,000 compounds, 0.91% hits. AlphaScreen MITF homodimerization, bead proximity signal. O75030. inhibition, % at 2.6 µM; in the data active means inhibition above about 50%;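 further: 0% = vehicle wells with protein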
# Target sequence (O75030 whole entry, looked up): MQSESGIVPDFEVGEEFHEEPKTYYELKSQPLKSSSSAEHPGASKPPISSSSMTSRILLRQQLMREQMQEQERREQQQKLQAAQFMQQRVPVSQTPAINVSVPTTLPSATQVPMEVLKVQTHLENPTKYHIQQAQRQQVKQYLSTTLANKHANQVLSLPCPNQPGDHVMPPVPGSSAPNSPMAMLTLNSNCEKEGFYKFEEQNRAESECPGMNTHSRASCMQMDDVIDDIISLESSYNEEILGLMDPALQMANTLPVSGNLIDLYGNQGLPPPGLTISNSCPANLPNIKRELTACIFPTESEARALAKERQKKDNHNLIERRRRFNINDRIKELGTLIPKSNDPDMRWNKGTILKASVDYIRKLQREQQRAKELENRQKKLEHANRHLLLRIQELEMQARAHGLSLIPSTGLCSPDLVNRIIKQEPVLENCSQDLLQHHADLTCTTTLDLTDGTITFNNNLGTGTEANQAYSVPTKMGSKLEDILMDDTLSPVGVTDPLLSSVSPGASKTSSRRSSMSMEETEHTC
# TEAD-YAP inh – TEAD-YAP interaction inhibition; HEK-TIYL cells, TEAD-Gal4/YAP UAS-luciferase luminescence; inhibition, % at 9.12 µM; 640,000 compounds, 1.4% hits; AID 1259422; in the data active means inhibition above about 32%;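 further: 0% = median of test compound wells and 100% = reference inhibitor wells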
# FBW7 activator – human FBW7 E3 ligase activation, primary screen | Q969H0 | AlphaScreen FBW7–phospho-cyclin E peptide binding, activator screen | normalized activity (activation), % at 26.1 µM | 650,000 compounds, 0.13% hits | AID 1259310; in the data active means normalized activity above about 1.9%;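 further: purified mutant Fbw7 with reduced substrate affinity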
# GPR151 activ – activators of human GPR151. Q8TDV0. PathHunter beta-arrestin GPR151 cells, luminescence. activation, % at 11.2 µM. 650,000 compounds, 1% hits; in the data active means activation above about 4.9%;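 further: 0% = median of compound wells and 100% = cells with positive control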
# Target sequence (Q8TDV0 whole entry, looked up): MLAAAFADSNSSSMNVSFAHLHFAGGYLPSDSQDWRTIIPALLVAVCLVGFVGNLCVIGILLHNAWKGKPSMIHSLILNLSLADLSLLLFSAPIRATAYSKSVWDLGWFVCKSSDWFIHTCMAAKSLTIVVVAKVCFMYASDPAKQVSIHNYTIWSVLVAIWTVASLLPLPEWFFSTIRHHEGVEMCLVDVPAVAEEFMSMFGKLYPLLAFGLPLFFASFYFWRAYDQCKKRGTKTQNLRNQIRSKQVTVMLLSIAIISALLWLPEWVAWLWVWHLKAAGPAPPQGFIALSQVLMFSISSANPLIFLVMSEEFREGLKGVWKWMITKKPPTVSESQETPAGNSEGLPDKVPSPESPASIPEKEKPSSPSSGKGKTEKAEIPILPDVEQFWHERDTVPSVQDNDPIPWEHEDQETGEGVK
# * marks the source's active call; other numbers are inactive results; & = joins results of further samples; ! = repeats disagree.
SMILES,MITF primary,TEAD-YAP inh,FBW7 activator,GPR151 activ
CC(=O)OCc1cnc(C)c2oc(=O)c(C(N)=O)cc12,9,20,0.4,-0.7
CCCN1CC=C2C(C#N)=C(N)C(C#N)(C#N)C(c3ccsc3)C2C1 (stereo unspecified),7,1,0.1,1.5
Cc1nc(C)c(C(=O)c2coc3ccc(O)c(CN(C)C)c23)o1,9,6,-0.3,1.7
CC(O)c1ccc(Nc2nccc(-c3ccccc3)n2)cc1 (stereo unspecified),11,-47,0.7,-1.2
Cc1c(Cl)cccc1N1C(N)=C(C#N)C(c2ccsc2)C2=C1CC(C)(C)CC2=O (stereo unspecified),1,-13,-0.1,-0.8
CCCOc1ccc(/C(O)=C2/C(=O)C(=O)N(CCCN(C)C)C2c2ccc(OC)cc2)c(C)c1 (stereo unspecified),-5,2,-0.2,-0.8
Nc1ncnc(Nc2ccccc2C(F)(F)F)c1[N+](=O)[O-],12,0,-0.1,-1.1
CCN(CC)CCN1C(=O)c2oc3cc(C)c(C)cc3c(=O)c2C1c1ccccc1F (stereo unspecified),6,-30,0.3,-0.3
O=S(=O)(c1ccc(C(F)(F)F)cc1)N1CCNCC1,1,5,0.1,2.8
CCn1c(=N)n(CC(O)c2cccs2)c2ccccc21 (stereo unspecified),0,1,0.0,-1.1
O=C(CC(c1ccccc1)c1ccccc1)NCc1ccco1,6,3,0.7,0.2
CN(C)c1ccc(Nc2ncnc3c2c(-c2ccccc2)cn3-c2cccc(C(F)(F)F)c2)cc1,-5,-2,-0.1,2.6
O=C(CN1C(=O)CSC1=O)N1CCCC(CO)(Cc2ccccc2)C1 (stereo unspecified),-1,6,0.0,0.9
Cc1cc(C)c2c(n1)sc1c3ccccc3c(N)nc12,9,-39,0.5,-0.2
O=C(Nc1ccncc1)c1ccc(C(=O)c2ccccc2)cc1,-10,55*,-0.1,-3.3
COc1cc(C(C)=O)ccc1OC(=O)c1ccc(C)cc1,-1,6,0.0,0.9
Clc1ccc(Oc2nc(-c3ccccc3)c3cc(Cl)ccc3n2)cc1,-2,-3,0.0,1.5
CCCn1nc2ccccc2c1P(=N)(N1CCOCC1)N1CCOCC1,20,13,0.0,0.7
COc1ccc(C2C(C(=O)Nc3ccc(C)cn3)=C(C)NC3=C2C(=O)CCC3)c(OC)c1 (stereo unspecified),-8,4,0.1,0.9
CC(OC(=O)c1ccc2c(=O)n3c(nc2c1)CCCCC3)C(N)=O (stereo unspecified),16,-3,0.5,-0.4
O=C(CSc1nc2[nH]ncc2c(=O)n1-c1cccc(Cl)c1)Nc1ccccc1C(F)(F)F,8,11,0.7,-0.2
N#Cc1c(-n2cccc2/C=N/O)sc2c1CCCC2,-4,-2,-0.1,-0.1
CC(=O)Nc1cccc(NC(=O)C2c3ccccc3Oc3ccccc32)c1,17,7,0.1,-0.4
Cc1cc(N2CCOCC2)nc(SCC(=O)N2CCCC2)n1,18,6,0.2,1.1
COc1ccc(-c2cc(C(F)(F)F)n3nc(C(=O)NC(C)(C)C)cc3n2)cc1OC,-6,-7,1.9*,-0.5
CC(C)CNC(=O)C1CCN(Cc2ccccc2O)CC1,12,5,0.2,-0.2
S=c1c2ccccc2c(-c2ccc(Cl)cc2)nn1-c1ccccc1,26,7,0.1,-1.2
Cc1ccc(NC(=O)CN(C2=NC3CS(=O)(=O)CC3S2)c2cccc(Cl)c2)cc1 (stereo unspecified),5,15,-1.0,1.2
O=C(Cc1c(F)cccc1Cl)Nc1cc(C(=O)N2CCN(c3ccccc3Cl)CC2)ccc1N1CC2CC(C1)c1cccc(=O)n1C2 (stereo unspecified),3,2,-0.1,1.2
COC(=O)N1CC(=O)N(OCc2ccccc2)C1c1ccc(Cl)cc1Cl (stereo unspecified),13,8,0.2,-0.8
CCOC(=O)C1=C(C)N=c2s/c(=C\c3ccc(OCc4ccccc4C#N)c(OC)c3)c(=O)n2C1c1ccc2c(c1)OCO2 (stereo unspecified),3,-2,-0.2,-0.4
CCOC(=O)CSc1ccc(C(=O)N(CC)CC)cc1[N+](=O)[O-],-5,-1,0.1,6.8*
O=c1oc2ccc3ccccc3c2cc1-c1nnc(-c2cccs2)o1,8,0,0.0,2.7
NC(=O)c1ccc(NC(=O)CCCc2nc(-c3ccccc3Cl)no2)cc1,14,2,-0.1,-0.1
C=CCN1C(=O)CC(C(=O)Nc2ccc(OC)cc2)SC1=Nc1ccc(C(=O)OCC)cc1 (stereo unspecified),-6,15,-0.1,0.2
CCCCNc1nc(N(C)c2ccccc2)nc(-n2ccnc2)n1,19,-3,0.7,0.0
Cc1ccc(N2C(=O)CC(N3CCCC4CCCCC43)C2=O)cc1 (stereo unspecified),-3,-1,-0.1,0.3
Cc1cc(OCC(=O)NNC(=S)NCc2ccc(F)cc2)ccc1[N+](=O)[O-],5,2,0.0,2.5
Cc1c(N(C(=O)c2ccc(Cl)cc2)C(C)C)c(=O)n(-c2ccccc2)n1C,1,8,0.0,-0.5
COCCCNC(=O)C(C)Oc1cccc(Cl)c1 (stereo unspecified),8,-2,0.2,-0.8
O=C(NCCN1CCOCC1)c1cccc(-c2ccc3[nH]ccc3c2)n1,11,2,0.6,-1.7
O=C(COC(=O)c1cc([N+](=O)[O-])ccc1NCCO)Nc1ccccc1Br,-10,-3,0.0,-2.4
Cc1cc2nc3s/c(=C/c4ccccc4F)c(=O)n3c2cc1C,3,-21,0.2,-0.8
O=C(CCNC(=O)c1ccccc1Br)NCc1ccccc1Cl,-3,-8,0.0,-0.8
Cn1cc(S(=O)(=O)N2CCN(C(c3ccccc3)c3ccccc3)CC2)c(=O)n(C)c1=O,5,3,0.2,1.5
COc1cccc(C(=O)Nc2nnc(SC)s2)c1,-3,43*,-0.1,-10
Cc1ccc(C(=O)N/C(=C\c2cccc([N+](=O)[O-])c2)C(=O)NCC(C)C)cc1,5,11,0.1,-1.3
COc1ccc(-c2cc(=O)c3c(O)cc(O)cc3o2)cc1,13&5,53*!,0.0&0.1,0.9&-6.9
CN(C)S(=O)(=O)c1ccc(/C(O)=C2/C(=O)C(=O)N(CCN3CCOCC3)C2c2ccncc2)cc1 (stereo unspecified),7,-4,0.0,1.3
CCOC(=O)N1CCN(c2nc3ccccc3nc2NS(=O)(=O)c2ccccc2)CC1,16,0,0.8,-2.1
CC12CCC(C(=O)N3CCc4ccccc43)(CC1=O)C2(C)C (stereo unspecified),-27,6,-1.9,-0.5
O=C(O)c1cc(S(=O)(=O)Nc2cccc(C(F)(F)F)c2)ccc1NCCCN1CCCC1=O,-1,12,-0.1,-0.8
Cc1ccc(S(=O)(=O)N(CCN2C(=O)c3ccccc3C2=O)CCN2C(=O)c3ccccc3C2=O)cc1,4,3,0.2,0.2
Cc1ccc(S(=O)(=O)NCC(=O)N2CCCC2C(=O)O)cc1 (stereo unspecified),-17,-5,0.0,0.7
Cc1ccc(C)c(NC(=S)N(CCCN2CCOCC2)Cc2ccccn2)c1,-5,6,-0.1,-0.5
O=C(c1ccc(O)cc1)N1N=CCC1(O)C(F)(F)F (stereo unspecified),-2,-4,-0.2,-2.5
CCOC(=O)c1c(C)oc2ccc(OC)cc12,5,6,0.1,1.7
CC(=O)Oc1ccc(C2C(C(=O)OCCc3ccccc3)=C(C)NC3=C2C(=O)CC(C)(C)C3)cc1 (stereo unspecified),-19,-6,0.0,0.0
O=[N+]([O-])/C(C(Cl)=C(Cl)Cl)=C1\NCCCS1,0,-1,0.1,1.6
Cc1ccccc1OCc1nc(=S)[nH][nH]1,1,1,0.1,-0.6

# Copied from the results shown, 14 compounds:
SMILES,MITF primary,TEAD-YAP inh,FBW7 activator,GPR151 activ
Cc1ccc(C(=O)N/C(=C\c2cccc([N+](=O)[O-])c2)C(=O)NCC(C)C)cc1,5,11,0.1,-1.3
COc1ccc(-c2cc(=O)c3c(O)cc(O)cc3o2)cc1,13&5,53*!,0.0&0.1,0.9&-6.9
CN(C)S(=O)(=O)c1ccc(/C(O)=C2/C(=O)C(=O)N(CCN3CCOCC3)C2c2ccncc2)cc1 (stereo unspecified),7,-4,0.0,1.3
CCOC(=O)N1CCN(c2nc3ccccc3nc2NS(=O)(=O)c2ccccc2)CC1,16,0,0.8,-2.1
CC12CCC(C(=O)N3CCc4ccccc43)(CC1=O)C2(C)C (stereo unspecified),-27,6,-1.9,-0.5
O=C(O)c1cc(S(=O)(=O)Nc2cccc(C(F)(F)F)c2)ccc1NCCCN1CCCC1=O,-1,12,-0.1,-0.8
Cc1ccc(S(=O)(=O)N(CCN2C(=O)c3ccccc3C2=O)CCN2C(=O)c3ccccc3C2=O)cc1,4,3,0.2,0.2
Cc1ccc(S(=O)(=O)NCC(=O)N2CCCC2C(=O)O)cc1 (stereo unspecified),-17,-5,0.0,0.7
Cc1ccc(C)c(NC(=S)N(CCCN2CCOCC2)Cc2ccccn2)c1,-5,6,-0.1,-0.5
O=C(c1ccc(O)cc1)N1N=CCC1(O)C(F)(F)F (stereo unspecified),-2,-4,-0.2,-2.5
CCOC(=O)c1c(C)oc2ccc(OC)cc12,5,6,0.1,1.7
CC(=O)Oc1ccc(C2C(C(=O)OCCc3ccccc3)=C(C)NC3=C2C(=O)CC(C)(C)C3)cc1 (stereo unspecified),-19,-6,0.0,0.0
O=[N+]([O-])/C(C(Cl)=C(Cl)Cl)=C1\NCCCS1,0,-1,0.1,1.6
Cc1ccccc1OCc1nc(=S)[nH][nH]1,1,1,0.1,-0.6

# The list continues:
SMILES,MITF primary,TEAD-YAP inh,FBW7 activator,GPR151 activ
COC(=O)C1=CNC=C(C(=O)OC)C1c1cc(OC)c(OC)cc1OC,4,-4,-0.1,1.4
CC1CCCC(NC(=O)C2N(CCCN3CCOCC3)C(=O)C3C(C(=O)Nc4cccc(Cl)c4)C4C=CC32O4)C1C (stereo unspecified),8,-3,-0.1,-0.1
CSc1nc(C(=O)NCC2CC(Cc3cccc(F)c3)=NO2)cs1 (stereo unspecified),9,-3,-0.1,-0.1
Cn1c(=O)[nH]c(=O)c2c1nc(N1CCCCC1)n2CCCSc1ncccn1,13,-5,0.4,-1.1
O=[N+]([O-])c1cccc(C2Nc3ccccc3S2)c1 (stereo unspecified),5,3,-0.1,-0.1
O=c1c2ccccc2c(C=Nc2ccc(F)cc2)c(O)n1-c1ccccc1,-2,7,0.0,-1.4
O=C(CSc1ccc2ccccc2n1)Nc1ccccc1F,11,-12,-0.2,-0.5
O=C(Oc1ccccc1C(=O)Oc1ccc2ccccc2c1)c1ccc(Cl)cc1,-5,4,-0.2,0.2
CNC(=S)N/N=C(\C)c1ccc2c(c1)OCO2,0,6,-0.1,-0.6
N#C/C(=C\c1ccc(I)o1)c1ccccc1,1,-36,-0.1,-1.3
CN(C)C(=O)CSc1ncccc1-c1nc2ccccc2[nH]1,0,10,0.4,-0.2
CC(Nc1ccc(Cl)cc1N)c1ccccc1 (stereo unspecified),25,-2,0.2,-0.7
O=C(/C=C/c1ccc(F)c(F)c1)N1CCc2nncn2CC1,-3,-3,-0.1,1.2
Clc1ccccc1-c1nc(N2CCOCC2)c2ccccc2n1,6,-3,2.6*,0.6
COc1ccc(C2=NN(C(=O)CN3CCOCC3)C(c3nc4ccccc4[nH]3)C2)cc1 (stereo unspecified),8,-79,0.6,0.4
C=CCC1(Nc2ccccc2)CCCCC1,8,-24,-0.8,1.7
COc1ccc(CN2CCNC(=O)C2CC(=O)NCCCOC(C)C)cc1OC (stereo unspecified),7,2,0.1,-1.3
O=C(C1CC12CCN(Cc1ccco1)CC2)N1CCN(c2ccccc2)CC1 (stereo unspecified),10,0,0.1,-0.7
Cc1ccc(S(=O)(=O)N2C(=O)CCC2c2nc(-c3ccncc3)no2)cc1 (stereo unspecified),2,-2,-0.2,-0.6
COc1ccccc1C1CN(CC(=O)NCC(C)O)Cc2ccccc2O1 (stereo unspecified),2,-14,-0.1,2.5
CCOc1ccccc1C1C2=C(Nc3c1c(=O)[nH]c(=O)n3C)c1ccccc1C2=O (stereo unspecified),8,-6,0.4,-1.1
CSc1ccc(CCNCc2c(C(=O)O)c(C)n(Cc3cccc(Cl)c3)c2C)cc1,-8,4,-0.1,-1.3
C=CCOc1ccc(CNc2ccc3[nH]c(=O)[nH]c3c2)cc1OCC,7,-3,-0.4,-1.2
CC(C)n1c(=O)[nH]c2c(C(N)=O)nc(-c3cccc(Cl)c3)nc21,20,4,-0.1,-0.5
O=Cc1ccc(C(=O)OCC(=O)NCc2ccco2)cc1,13,2,0.4,-0.9
COc1ccccc1C(=O)Nc1cccc(-c2nc3ccccc3s2)c1,3,-31,0.0,0.1
CCC(C)NC(=O)C1c2ccccc2C(=O)N(CCOC)C1c1ccc(F)cc1 (stereo unspecified),6,5,0.0,0.1
CCc1ccc(NC(=O)c2ccc(S(=O)(=O)NCc3cccnc3)cc2)cc1,0,-4,0.2,-0.5
CCn1c(=O)n(CC(=O)N2CCN(c3ccc(F)cc3)CC2)c(=O)c2ccccc21,3,-4,-0.1,1.9
Cc1ccc(C(C)C)c(OCCNCc2cccnc2)c1,27,-5,-0.1,2.1
CCOc1ccccc1CNC(=O)C1CCN(c2nn3c(=O)cc(C)nc3s2)CC1,10,0,0.8,-0.4
CCOCCn1ccc2c(OCC(=O)N3CCc4ccccc43)cccc2c1=O,3,-7,0.0,0.2

# Source: PubChem (The Scripps Research Institute Molecular Screening Center)
